TrxR1 substrate: qHTS Assay for Substrates of Mammalian Selenoprotein Thioredoxin Reductase 1 (TrxR1): qHTS; Thioredoxin reductase 1, cytoplasmic (Rattus norvegicus), O89049; purified TrxR1 substrate turnover, NADPH consumption readout; Potency, µM (series often up to 114 µM), without a hit: top-dose activity change, negative = substrate turnover; 0.01% of 390,000 active; AID 588456, 2011; note: % is set by controls: 0 for no effect and ±100 for the full control effect; nearly all actives have a fitted effect of over 50% in size
Target sequence (O89049 whole entry, looked up): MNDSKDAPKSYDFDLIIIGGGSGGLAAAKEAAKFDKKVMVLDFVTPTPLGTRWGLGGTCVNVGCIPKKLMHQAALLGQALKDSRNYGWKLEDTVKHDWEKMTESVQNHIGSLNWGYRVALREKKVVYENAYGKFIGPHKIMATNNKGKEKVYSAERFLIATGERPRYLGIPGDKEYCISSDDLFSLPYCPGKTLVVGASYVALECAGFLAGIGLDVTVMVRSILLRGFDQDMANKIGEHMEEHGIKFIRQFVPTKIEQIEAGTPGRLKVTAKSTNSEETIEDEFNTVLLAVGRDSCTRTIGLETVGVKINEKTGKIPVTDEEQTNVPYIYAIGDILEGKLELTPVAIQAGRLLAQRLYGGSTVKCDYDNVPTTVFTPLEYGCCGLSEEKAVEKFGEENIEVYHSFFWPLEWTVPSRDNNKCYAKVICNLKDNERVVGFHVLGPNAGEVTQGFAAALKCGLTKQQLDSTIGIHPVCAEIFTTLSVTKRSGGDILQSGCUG
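Rat TrxR1, dispensed at 90 nM, was prereduced with 400 uM NADPH (final) for 5 min at ~22 deg C, then incubated with compound 15 min before 400 uM selenite. A first-read NADPH fluorescence drop versus no-compound background flagged substrates.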
rTrxR1 inhibitor: qHTS Assay for Inhibitors of Mammalian Selenoprotein Thioredoxin Reductase 1 (TrxR1): qHTS. Thioredoxin reductase 1, cytoplasmic (Rattus norvegicus), O89049. recombinant rTrxR1, NADPH fluorescence consumption, selenite substrate. Potency, µM (top dose mostly 114 µM), for inactives: at the highest dose activity change, negative = inhibition, usual class: inhibitors. 1% of 390,000 active; note: % is set by controls: 0 for no effect and ±100 for the full control effect; nearly all actives have a fitted effect of over 65% in size
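Rat TrxR1 (90 nM in the dispensed reagent) was pre-reduced with 400 uM NADPH for 5 min at room temperature, then incubated with compound for 15 min. After 400 uM selenite was added, NADPH fluorescence (Ex 340/Em 450 nm) was followed for 8 min.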
Vif-APOBEC3F blk: qHTS for Inhibitors of Vif-A3F Interactions: qHTS; HeLa A3F-eYFP + Vif (tagged APOBEC3F with the HIV-1 protein that degrades it), YFP fluorescence increase; Potency, µM (series often up to 46.1 µM), for inactives: at the highest dose activity, negative = active; 0.2% of 390,000 active; AID 602313, 2012; note: % of control where 0% means no effect; nearly all actives have a fitted effect of over 65% in size
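Fluorescence increase (Ex 488/Em 500-530) after overnight compound treatment at 37 deg C flags inhibition of Vif-driven A3F-eYFP loss in stable HeLa A3F-eYFP/Vif cells seeded overnight beforehand.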
RXFP1 agonist: qHTS Assay for Agonists of the Relaxin Receptor RXFP1. Relaxin receptor 1 (Homo sapiens), Q9HBX9. HEK293T-RXFP1 cAMP TR-FRET, 30 min; response scale: percent of porcine relaxin response, buffer zero. Potency, µM (doses to about 57.5 µM), for the others: at the top dose activation, most hits filed as activators. 0.3% of 370,000 active; note: % is set by controls: 0 for no effect and ±100 for the full control effect; nearly all actives have a fitted effect of over 60% in size; many of its hits are not listed in these tables
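HEK293T cells stably expressing RXFP1 were pretreated with the PDE4 inhibitor Ro 20174, exposed to compounds for 30 min at 37C, lysed, and cAMP was read by TR-FRET. Data normalized to buffer (basal) and 29 nM porcine relaxin (100%).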
RGS4 inh: Inhibitors of Regulator of G Protein Signaling (RGS) 4: qHTS; Regulator of G-protein signaling 4 (Homo sapiens), P49798; Transcreener GDP fluorescence polarization, RGS4-accelerated GTP hydrolysis; Potency, µM (titrated, usually from 114 µM), for the others: at the highest dose activity change, negative = inhibition, actives largely listed as inhibitors; 0.039% of 390,000 active; AID 504845, 2011; note: % is set by controls: 0 for no effect and ±100 for the full control effect; nearly all actives have a fitted effect of over 75% in size; some results filed as inactive show a strong effect at the top dose
Target sequence (P49798 whole entry, looked up): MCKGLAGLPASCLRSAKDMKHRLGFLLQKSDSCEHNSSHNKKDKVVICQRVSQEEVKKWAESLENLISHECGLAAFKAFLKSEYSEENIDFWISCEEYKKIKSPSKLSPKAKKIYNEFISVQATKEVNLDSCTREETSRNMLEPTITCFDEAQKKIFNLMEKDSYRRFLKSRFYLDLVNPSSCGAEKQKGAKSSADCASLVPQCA
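MLSMR compounds (23 nl, pin-transferred) preincubated 10 min at room temperature with a 500nM (2x) first reagent, then RGS4 at 900nM (2x) plus Transcreener GDP mix added; fluorescence polarization (620/688 nm) read before and after 90 min at 30 °C.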
mIDH1 inhibitor: qHTS for Inhibitors of mutant isocitrate dehydrogenase 1 (IDH1): qHTS. AID 602179, 2012. IDH1-R132H enzyme, NADPH consumption, diaphorase/resazurin fluorescence. 0.093% of 390,000 active. Potency, µM (series often up to 76.6 µM), for inactives: at the highest dose activity change, negative = inhibition, usual class: inhibitors. Isocitrate dehydrogenase [NADP] cytoplasmic (Homo sapiens), O75874; note: % is set by controls: 0 for no effect and ±100 for the full control effect; nearly all actives have a fitted effect of over 65% in size
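IDH1-R132H (0.5 ug/mL) preincubated 30 min with compound, then NADPH (0.016 mM) and alpha-KG (2 mM) added; 80 min at RT, pH 7.5. Remaining NADPH coupled via diaphorase/resazurin to fluorescence (540/590 nm); concentration-response curves normalized to no-enzyme control.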
USP1-UAF1 inh: Inhibitors of USP1/UAF1: Primary Screen; Potency, µM (top dose mostly 57.1 µM), inactives show at the top dose activity change, negative = inhibition, usual class: inhibitors; 0.23% of 390,000 active; recombinant USP1/UAF1, Ub-Rhodamine cleavage fluorescence; AID 743255, 2014; note: % is set by controls: 0 for no effect and ±100 for the full control effect; nearly all actives have a fitted effect of over 60% in size; inactives centre near -12
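1 nM enzyme complex + cpd, 15 min RT; start with Ub-Rho 150nM final; kinetic fluorescence ex 480/em 540, 6 reads q60 s. Buffer 50mM HEPES pH 7.8, 0.5mM EDTA, 0.1 mg/ml BSA, 1mM TCEP, 0.01% Tween-20.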
Vif-A3G inh: qHTS for Inhibitors of Vif-A3G Interactions: qHTS; DNA dC->dU-editing enzyme APOBEC-3G (Homo sapiens), Q9HC16; HeLa A3G-eYFP + Vif (tagged APOBEC3G with the HIV-1 protein that degrades it), YFP fluorescence, overnight; Potency, µM (series often up to 46.1 µM), for the others: at the highest dose activity, negative = active, hits mostly inhibitors; 0.076% of 410,000 active;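 note: % is set by controls: 0 for no effect and ±100 for the full control effect; nearly all actives have a fitted effect of over 60% in size; hits raise eYFP signal because A3G escapes Vif-driven loss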
Target sequence (Q9HC16 whole entry, looked up): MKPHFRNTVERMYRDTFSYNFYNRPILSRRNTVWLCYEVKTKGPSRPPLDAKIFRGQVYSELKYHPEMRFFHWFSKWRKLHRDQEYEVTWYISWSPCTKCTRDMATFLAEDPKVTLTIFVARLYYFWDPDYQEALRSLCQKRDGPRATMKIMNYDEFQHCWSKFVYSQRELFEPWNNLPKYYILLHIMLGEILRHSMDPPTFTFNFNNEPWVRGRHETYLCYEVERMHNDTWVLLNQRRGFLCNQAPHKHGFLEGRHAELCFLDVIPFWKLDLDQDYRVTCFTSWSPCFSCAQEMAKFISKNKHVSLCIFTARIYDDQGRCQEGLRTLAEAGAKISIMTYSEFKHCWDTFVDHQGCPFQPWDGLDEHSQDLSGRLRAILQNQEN
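HeLa cells stably expressing Vif and C-terminally eYFP-tagged A3G, seeded overnight at 37 deg C, then exposed to compound by pintool overnight at 37 deg C. Rise in yellow fluorescence (Ex 488/Em 500-530, Acumen) marks blocked Vif-driven A3G degradation.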
12-LOX inh: Primary qHTS assay for inhibitors of human arachidonate 12S-lipoxygenase (ALOX12): Round 2; Potency, µM (top dose mostly 108 µM), for the others: at the top dose activity change, negative = inhibition, usual class: inhibitors; 1.1% of 580,000 active; Polyunsaturated fatty acid lipoxygenase ALOX12 (Homo sapiens), P18054; purified 12hLO, xylenol orange hydroperoxide absorbance; note: % is set by controls: 0 for no effect and ±100 for the full control effect
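Purified human 12hLO (150 nM final) in 25 mM Hepes, 0.01% Triton X-100, pH 7.0 was preincubated 15 min at room temperature with compound. Then 40 uM arachidonic acid was added, 30 min. Hydroperoxide was read by Fe-XO absorbance ratio 573/405 nm.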
* hit, by the source's call; ? = inconclusive; nt = not tested or not shown; [ ] = another dose, or the depositor's remark. Calls come from the whole dose curve; as a rule, active = well fitted curve in the direction sought with a large enough effect; inconclusive = small, poorly fitted or top-dose-only effect, or another doubt; inactive = no such curve, though single readings can be large; an effect the other way counts as inactive or inconclusive. Potency is the fitted concentration of half-maximal effect. A portion of the library; the hit share may differ from the screen's.

SMILES | TrxR1 substrate | rTrxR1 inhibitor | Vif-APOBEC3F blk | RXFP1 agonist | RGS4 inh | mIDH1 inhibitor | USP1-UAF1 inh | Vif-A3G inh | 12-LOX inh
COc1ccc(C(=O)NC(=S)Nc2ccc(CN3CCOCC3)cc2)cc1 | 3%[57.1 µM] | -52% | 1% | 3.1% | -35% | 6% | -16% | -22% | ?
Cc1ccc(-c2cc(C(=O)N/N=C/c3ccc(F)cc3)n[nH]2)o1 | 0% | 3% | -22% | 2.8% | -18% | 9% | -18% | -2% | 6%
COc1cccc(-c2nc(SCC(=O)NCC3CCCO3)c(-c3ccc(Cl)cc3)[nH]2)c1 (configuration not stated) | -5% | 4% | -2% | 4.1% | 4% | -3% | 6% | -3% | -8%
CCOc1ccc(OC(=O)NC(c2ccccc2)C(Cl)(Cl)Cl)cc1 (configuration not stated) | 5% | 6% | 2% | 0.5% | -5% | 1% | -11% | 2% | 5%
CCOCCCn1c(=O)c(NC(=O)c2ccc(OCC)cc2)c2n(c1=S)CCCCC2 | -8% | -3% | 2% | 1.5% | -6% | 0% | 2% | 3% | 5%
O=C(Nc1ccccc1C(=O)O)c1cccc(NC(=O)c2ccccc2Br)c1 | -6% | -6% | -12% | 2.0% | -3% | 7% | -15% | -6% | ?
CC1(c2ccc3c(c2)OCCO3)NC(=O)N(CC(=O)Nc2ccccc2)C1=O (configuration not stated) | -3% | 8% | -20% | 1.3% | 7% | 13% | -21% | -8% | 6%
CCOC(=O)N1CCN(C(=O)c2cn(C)c(=O)c3c2c2ccccc2n3C)CC1 | 95%[activator] | -3% | -10% | 3.6% | -7% | 6% | -6% | -21% | 7%
O=C(CCNS(=O)(=O)c1cccs1)NCc1ccccc1 | 2%[57.1 µM] | 18%[57.1 µM] | 1% | 2.6% | -8% | 5% | -11% | 0% | 26%
O=C1CC(c2cccc(Cl)c2)C(n2cncn2)C(=O)C1C1NCCc2ccccc21 (configuration not stated) | -2% | 8% | nt | -1.8% | -14% | -2% | -16% | 0% | 0%[57.4 µM]
Cc1ccccc1CNC(=O)c1ccc2ccccc2n1 | -2% | 24% | 0% | 4.1% | 19% | 5% | -12% | 3% | 8%
Cc1cccc(-c2noc(CCCC(=O)NC3CCCCC3)n2)c1 | 2%[57.1 µM] | 17%[57.1 µM] | 9% | 2.1% | -1% | 0% | -16% | 6% | 1%
COc1cccc(C(=O)NC(=O)Nc2cc(C)on2)c1 | 1% | 18%[57.1 µM] | 3% | 0.4% | -17% | 4% | -8% | 0% | -10%
Cc1cc(OCc2nn[nH]n2)c2c(-c3ccccc3)cc(=O)oc2c1 | 14% | 2% | -2% | 3.4% | 15% | -3% | -20% | 4% | ?
NS(=O)(=O)c1ccc(CNC(=O)C(Cc2ccccc2)NS(=O)(=O)c2ccccc2F)cc1 (configuration not stated) | 2%[57.1 µM] | -1%[2.29 µM] | 0% | -2.1% | 9% | 1% | -6% | -1% | -5%
O=C(Cn1nnc(-c2ccc(F)cc2)n1)N1CCCCC1 | 4% | 17% | -1% | -2.1% | -13% | 0% | -17% | 6% | 8%
CC(=O)c1c(C)[nH]c(C(=O)Nc2ccc(C)c(C)c2)c1C | -4% | -5% | 3% | 1.4% | -12%[56.9 µM] | 4% | -5% | -9% | 0%
Cc1nn(C(=O)c2cccc([N+](=O)[O-])c2)c(C)c1Sc1ccccc1 | 3% | 6% | -4% | 1.0% | -45% | 5% | -19% | 1% | 1%
c1ccc(-n2nc3ccccc3n2)cc1 | 21% | 11% | nt | -3.0% | 26% | 0% | 2% | 2% | 0%
N#Cc1c2n(c3c(=S)nc[nH]c13)CCCCC2 | -18% | ? | -1% | 14% | -34% | 0% | -12% | -16% | ?
COC(=O)c1sc(NC(=S)NC(=O)c2ccccc2)nc1C | -4% | -15% | 0% | -1.4% | -46% | 7% | -15% | -1% | 14%
Cc1c(C=O)c(=O)n(-c2ccccc2)n1-c1ccccc1 | -10% | -20% | 5% | 2.4% | -45% | 2% | -17% | 0% | 6%
CCOC(=O)C1CCN(C(=O)Cn2nc(CC)n3c(cc4sccc43)c2=O)CC1 | 4% | 8% | 10% | 12% | 6% | 4% | ? | 2% | -21%
COc1cc(C2CC(=O)c3c([nH]c(C(=O)OC4CCCC4)c3C)C2)cc(OC)c1OC (configuration not stated) | 1% | 15% | 8% | 2.2% | -31% | -16% | -22% | -4% | -17%
Cc1ccc(/C=C2/SC(=S)N(CCC(=O)N3CCN(C)CC3)C2=O)cc1 | 4%[57.1 µM] | 30%[57.1 µM] | 7% | 0.5% | -5% | 0% | -18% | 4% | -8%
Cc1ccc2nc(C)cc(C(=O)OCC(=O)c3ccc(Cl)c([N+](=O)[O-])c3)c2c1 | 0%[57.1 µM] | ? | -21% | 7.0% | -18% | -1% | -10% | -3% | -16%
CCCCOc1cccc(NC(=O)CSc2nnc(C)s2)c1 | -2% | 11% | -1% | -2.4% | -4% | -4% | -13% | -2% | -16%
CCOc1ccc(NC(=O)c2oc3ccccc3c2NC(=O)Cc2ccc(F)cc2)cc1 | 23% | 20% | 1% | 11% | 6% | -18% | ? | 0% | -5%
CCOc1ccc(NC(=O)CN2CCCC2c2cccs2)cc1S(=O)(=O)N1CCCCC1 (configuration not stated) | -8% | ? | 1% | 2.0% | -39% | 1% | -18% | 2% | -11%
Cc1onc(-c2c(Cl)cccc2Cl)c1C(=O)NNc1ccccc1 | 3%[57.1 µM] | -11%[57.1 µM] | 5% | 0.6% | -36% | 1% | 5% | -14% | 0%
O=C(Nc1cc(C(F)(F)F)ccc1F)C1CCCCC1 | -1% | -4% | -1% | 7.3% | -18% | 3% | -11% | 3% | 2%
O=C(CCCCl)NC(=S)Nc1cc(C(F)(F)F)ccc1N1CCOCC1 | -8% | ? | -6% | 2.6% | -11% | 6% | -8% | 0% | ?
CCOC(=O)Cc1csc(SCC(=O)NC(C)C23CC4CC(CC(C4)C2)C3)n1 (configuration not stated) | 8%[57.1 µM] | 0%[57.1 µM] | 14% | -1.2% | -15% | 6% | -12% | 1% | -42%
CCc1ccc(NC(=O)CSc2nncn2-c2cccnc2)cc1 | -4%[57.1 µM] | -11%[57.1 µM] | -7% | 1.1% | -11% | 5% | -7% | -1% | -26%
Cc1ccc(S(=O)(=O)N[C@H](C(=O)OCC(=O)NC(=O)c2cccn2C)C(C)C)cc1 | -3% | 16% | 3% | nt | 26% | -1% | -3% | 8% | 21%
O=C(NNC(=O)C12CC3CC(CC(C3)C1)C2)c1csc(N2CCOCC2)n1 | 5% | 4% | 3% | -0.6% | -13% | 1% | -21% | -2% | 4%
O=C(CCNC(=O)C1CCN(S(=O)(=O)c2ccccc2)CC1)NCc1ccccc1Cl | 5% | 24% | 4% | -0.6% | 12%[11.4 µM] | -4% | -23% | 2% | 10%
COc1ccccc1NC(=O)N(C)C[C@H]1OCc2cn(nn2)CCCC(=O)N([C@@H](C)CO)C[C@@H]1C | nt | nt | -2% | nt | nt | 4% | -9% | 2% | 5%
C/C(=N\OC(=O)c1ccc(Cl)cc1)c1nccs1 | -1% | 14% | -10% | 2.4% | -14% | 2% | -8% | -2% | -4%
COc1ccc(Cc2nc3ccc(C(=O)NCc4cc(C)no4)cc3o2)cc1 | -5% | -4% | -15% | -3.2% | 15% | 6% | -17% | 2% | 2%
COCCn1c(N)c(NCc2ccccc2)c(=O)[nH]c1=O | 11% | 2% | ? | 2.4% | -9% | 6% | -19% | 0% | 0%
CCc1nnc(NC(=O)CSc2nnc(-c3ccccc3OC)n2-c2ccccc2)s1 | -8% | 2% | 0% | -4.1% | -28% | 2% | -2% | 0% | -2%

A portion from the list above, as a working copy:
SMILES | TrxR1 substrate | rTrxR1 inhibitor | Vif-APOBEC3F blk | RXFP1 agonist | RGS4 inh | mIDH1 inhibitor | USP1-UAF1 inh | Vif-A3G inh | 12-LOX inh
O=C(CCNC(=O)C1CCN(S(=O)(=O)c2ccccc2)CC1)NCc1ccccc1Cl | 5% | 24% | 4% | -0.6% | 12%[11.4 µM] | -4% | -23% | 2% | 10%
COc1ccccc1NC(=O)N(C)C[C@H]1OCc2cn(nn2)CCCC(=O)N([C@@H](C)CO)C[C@@H]1C | nt | nt | -2% | nt | nt | 4% | -9% | 2% | 5%
C/C(=N\OC(=O)c1ccc(Cl)cc1)c1nccs1 | -1% | 14% | -10% | 2.4% | -14% | 2% | -8% | -2% | -4%
